HSP90 inh: blocks HSP90-mediated luciferase refolding in reticulocyte lysate. AID 1789. inhibition, % at 5.6 µM. Rabbit reticulocyte lysate, luciferase refolding luminescence, 3 h. 290,000 compounds, 0.91% hits;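 active means inhibition above the screen-wide mean plus 3 SD, computed separately per campaign, cut at about 16% in these data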;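 further: 0% = DMSO wells and 100% = 60 µM geldanamycin wells; inhibitors lower the luminescence because luciferase stays unfolded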
PolyA inhibitor: inhibitors of polyadenylation in S. cerevisiae; calls only at 12 µM; 300,000 compounds, 0.02% hits; S. cerevisiae SKY197-pL101 polyadenylation reporter, beta-gal luminescence; efflux-impaired pdr1/pdr3 knockout yeast; score 100 = 6 SD above DMSO; AID 1875;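 active means lowest replicate activity score at least 50, where 100 means six control SD above control mean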;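 further: yeast exposed to compound for 9 h at 30 °C; higher score means more reporter readthrough which indicates perturbed polyadenylation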
IEC-6 tox: counter-screen for KLF5 inhibitors: cytotoxicity in IEC-6 cells; inhibition, % at 5 µM; IEC-6 cytotoxicity, luminescence viability; 290,000 compounds, 0.78% hits; in the data active means inhibition above about 22%;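 further: 0% = plate median of test compound wells and 100% = cytotoxic reference compound wells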
GSK3 alpha inh: human GSK-3 alpha kinase inhibition | P49840 | ADP-Glo luminescence, 60 min | inhibition, % at 10 µM | 320,000 compounds, 0.1% hits | AID 2650;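 in the data active means inhibition above about 50%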;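 further: GST-tagged GSK-3 alpha with peptide substrate and 25 µM ATP; 0% = DMSO neutral wells and 100% = GW8510 positive control wells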
Target sequence (P49840 whole entry, looked up): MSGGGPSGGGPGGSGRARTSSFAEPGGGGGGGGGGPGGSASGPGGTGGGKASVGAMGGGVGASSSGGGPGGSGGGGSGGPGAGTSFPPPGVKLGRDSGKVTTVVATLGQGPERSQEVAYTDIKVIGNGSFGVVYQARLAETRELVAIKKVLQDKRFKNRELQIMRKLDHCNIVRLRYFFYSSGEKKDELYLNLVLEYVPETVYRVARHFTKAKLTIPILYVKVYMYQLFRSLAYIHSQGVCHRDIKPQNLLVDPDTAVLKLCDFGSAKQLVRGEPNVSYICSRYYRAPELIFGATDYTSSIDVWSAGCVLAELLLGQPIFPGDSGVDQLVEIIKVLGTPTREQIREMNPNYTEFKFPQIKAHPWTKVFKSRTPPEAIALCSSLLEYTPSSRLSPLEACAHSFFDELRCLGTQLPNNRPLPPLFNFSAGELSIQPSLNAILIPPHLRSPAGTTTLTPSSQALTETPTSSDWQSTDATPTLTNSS
KLF5 inh: kruppel-like factor 5 inhibition; DLD-1 KLF5 promoter-luciferase reporter, luminescence; 290,000 compounds, 0.23% hits; inhibition, % at 5 µM; AID 1700;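 active means inhibition above a per-plate limit of that plate's mean compound inhibition plus 3 SD, cut at about 60% in these data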;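 further: 0% = DMSO wells and 100% = LY294002 at 200 µM; higher means less KLF5 promoter-driven luciferase light; inactives centre near -14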
AI-2 QS modul: modulates the Vibrio harveyi AI-2 quorum sensing system. Vibrio harveyi JMH597 AI-2 luminescence/OD600 ratio, 9 h; stronger effect = lower value; strain lacks LuxN and CqsS sensors; 0 = neutral-control median. activity change, % at 7.5 µM. 300,000 compounds, 0.4% hits; in the data active means activity change below about -75%, passing the limit was not always enough;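 further: luminescence divided by OD600 gain over 9 h not by final OD600 alone; inactives centre near 13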
GSK3beta inhib: inhibitors of human GSK3beta kinase | P49841 | GST-GSK3beta kinase, ADP-Glo luminescence, 60 min; stronger effect = lower value | activity score (negative = inhibition), % at 10 µM | 300,000 compounds, 0.038% hits;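 active means more than half of replicate wells score below -50%, meaning over 50% inhibition versus plate controls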;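 further: 0% = median DMSO wells and -100% = median GW8510 positive control wells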
Target sequence (P49841 whole entry, looked up): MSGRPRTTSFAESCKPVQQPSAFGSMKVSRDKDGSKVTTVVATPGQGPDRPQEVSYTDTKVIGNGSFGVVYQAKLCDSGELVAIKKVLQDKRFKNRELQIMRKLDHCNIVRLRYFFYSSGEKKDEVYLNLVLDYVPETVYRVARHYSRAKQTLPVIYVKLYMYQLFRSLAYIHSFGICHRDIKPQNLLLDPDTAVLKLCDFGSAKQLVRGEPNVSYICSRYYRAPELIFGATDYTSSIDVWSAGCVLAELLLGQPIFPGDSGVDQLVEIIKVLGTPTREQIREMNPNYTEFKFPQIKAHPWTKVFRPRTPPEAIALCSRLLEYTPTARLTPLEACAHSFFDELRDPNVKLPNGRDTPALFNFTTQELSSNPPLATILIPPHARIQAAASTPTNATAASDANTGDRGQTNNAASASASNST
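test system = GST-tagged human GSK3beta kinase, cell-free | reagent = 25 µM ATP with peptide substrate | dosing = one dose of 10 µM per compound | schedule = 60 min reaction, RT | detection = luminescent ADP-Glo measurement of ADP formed | control set = DMSO neutral wells and GW8510 at 20 µM as positive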
aSyn 5UTR inh: 5' untranslated region of α-synuclein, MLPCN primary screen | alpha-synuclein 5'UTR reporter, inhibitor activity | inhibition, % (tested at 7.5 µM) | 300,000 compounds, 0.82% hits; in the data active means inhibition above about 60%;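 further: H4 neuroglioblastoma cells stably carrying SNCA 5'UTR luciferase fusion; 0% = DMSO wells and 100% = positive control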
HSF1 inhib: HSF1 inhibition; NIH3T3-HGL HSE-luciferase, MG132-induced, luminescence 8 h; stronger effect = lower value; 300,000 compounds, 0.77% hits; activity change, negative = inhibition, % at 7.5 µM (by protocol);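 active means more than half of replicate wells show activity change below -50%, luminescence cut by over half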;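 further: luciferase reports HSF-1 transcriptional activity via heat shock element; 0% = median of DMSO wells and -100% = zero luminescence signal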
HSF-1 act: increases HSF-1 driven luciferase reporter signal. NIH3T3-HGL HSF-1 luciferase reporter, MG132, 8 h; 100% = twice DMSO control signal. activation, % at 9 µM. 300,000 compounds, 1.7% hits;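 active means mean replicate activation of at least 50% with a set share of replicates each reaching 50%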;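 further: 0% = median of the neutral control wells and 100% = twice that signal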
Active calls of the source: *; i = inactive; . = no result given. This is a subset; rates above refer to the full screens.

SMILES	HSP90 inh	PolyA inhibitor	IEC-6 tox	GSK3 alpha inh	KLF5 inh	AI-2 QS modul	GSK3beta inhib	aSyn 5UTR inh	HSF1 inhib	HSF-1 act
CCN1CCN(C(=S)NC(=O)/C=C/c2cccs2)CC1	5.8	i	5.0	-0.9	2.6	-14.9	2.6	-3.0	2.5	7.0
CCNc1nc(Oc2ccc(C(=O)OC)cc2)nc(N(C)C)n1	1.5	i	-1.4	-3.3	-8.2	-3.9	3.1	12.6	-4.9	1.7
Cc1cc(-c2ccccc2)n(-c2cc(N/N=C/c3ccccc3O)ncn2)n1	1.7	.	2.6	2.5	70.0*	.	.	.	.	.
COc1ccc(N2CCN(C(=O)c3cccnc3SCc3cccc(Br)c3)CC2)cc1	2.5	i	-3.9	-1.6	-6.4	6.2	-1.8	25.2	12.3	12.2
CCc1cc2c(SCC(=O)O)ncnc2s1	3.5	i	-2.4	0.9	1.8	18.2	1.5	6.6	-8.7	-8.8
COc1cc(C(=O)NCCC(=O)NCCN2CCOCC2)cc(OC)c1OC	-1.1	i	-1.4	.	-30.6	35.5	0.5	13.7	-3.4	-6.2
O=C(CN1CCN(C(=O)c2c(F)cccc2F)CC1)Nc1ccccc1F	0.3	.	-0.9	0.4	-11.4	.	.	.	.	.
O=C(NC(C(=O)N/N=C/c1c2ccccc2cc2ccccc12)c1n[nH]c(=O)c2ccccc12)c1ccccc1 (centres undefined)	4.6	i	-2.1	10.8	-25.8	24.5	1.2	-22.1	11.7	23.9
Cc1nc(C)c(C(=O)Nc2ccc(Oc3ccccc3)cc2)o1	4.0	i	0.2	-3.4	5.8	-82.8*	2.9	-41.6	2.5	1.7
Cc1ccc(OCC(=O)Nc2ccc3c(c2)C(=O)N(CCC(=O)O)C3=O)cc1	-2.8	i	-2.3	-1.2	-7.0	34.3	-0.2	7.2	0.5	-1.0
CCN(CC)c1ccc(NC(=O)COc2ccccc2C#N)cc1S(=O)(=O)Nc1ccccc1OC	-3.2	i	-1.2	-0.9	-13.7	7.8	-0.1	4.5	-15.6	-11.3
Cc1nc(Cl)sc1C(=O)NC(C)c1ccc(Cl)cc1 (centres undefined)	-5.6	i	-2.3	-0.2	3.4	5.1	0.8	-6.6	18.0	35.7
CC/C(=N\N=C(/CC)c1ccccc1N)c1ccccc1N	.	i	.	-2.6	.	8.0	1.3	-27.5	-4.5	-10.2
NNS(=O)(=O)c1ccc2c(c1)Cc1cc(S(=O)(=O)NN)ccc1-2	0.5	i	-3.0	-2.8	-28.7	35.8	0.2	-0.1	-7.1	5.6
Cc1nn(CCOc2cccc(Br)c2)c(C)c1[N+](=O)[O-]	1.7	i	3.6	5.6	-8.3	14.3	1.4	20.8	9.0	13.8

The last 2 records of the section before are carried over, then new ones follow:
SMILES	HSP90 inh	PolyA inhibitor	IEC-6 tox	GSK3 alpha inh	KLF5 inh	AI-2 QS modul	GSK3beta inhib	aSyn 5UTR inh	HSF1 inhib	HSF-1 act
NNS(=O)(=O)c1ccc2c(c1)Cc1cc(S(=O)(=O)NN)ccc1-2	0.5	i	-3.0	-2.8	-28.7	35.8	0.2	-0.1	-7.1	5.6
Cc1nn(CCOc2cccc(Br)c2)c(C)c1[N+](=O)[O-]	1.7	i	3.6	5.6	-8.3	14.3	1.4	20.8	9.0	13.8
CC(C)C(C)N(Cc1ccc(C(=O)O)cc1)C(=O)c1ccc2ccccc2n1 (centres undefined)	.	i	.	-2.6	.	28.9	1.8	3.4	17.8	57.7*
CCCC(=O)NC(=S)Nc1cccc(-c2nc3ncccc3o2)c1	2.7	i	0.3	2.2	-25.8	-26.1	-6.6	11.6	-1.8	2.6
O=C(CCc1ccccc1)NNC(=O)c1ccc(F)cc1	5.9	i	-4.0	1.9	0.3	11.3	0.2	-16.4	4.4	14.4
O=C(CCN1C(=O)S/C(=C\C=C\c2ccccc2)C1=O)Nc1ccc(O)cc1	2.5	i	5.2	-1.4	-131.4	5.8	-0.5	-203.7	69.4	100.3*
Cc1ccc(/C=N/n2nnnc2N)cc1	.	i	.	-1.0	.	19.5	-1.8	-46.1	5.3	29.6
O=C(C[n+]1ccc(C(=O)NCc2ccccc2)cc1)c1ccc2c(c1)OCCO2	0.0	i	4.1	0.0	20.1	26.0	-1.5	-21.4	-0.1	14.0
Cc1ccc(/C=C2\CCC3=C2OC(N)=C(C#N)C3c2ccc(C)cc2)cc1 (centres undefined)	-3.4	i	-11.3	-8.8	-29.5	24.8	-0.3	-11.6	16.1	22.0
Cc1ccc(-n2nnnc2-c2cnn(-c3ccc(F)cc3)c2C(F)(F)F)cc1	2.0	i	1.3	-2.9	11.5	14.4	-1.8	21.8	0.5	-8.2
CC(C)COC(=S)Nc1ccccc1	-0.9	i	-4.0	-3.0	-23.5	0.4	-1.6	-82.9	17.4	15.6
COC(=O)C1=C(C)N(c2ccc(F)cc2)/C(=C/c2ccc(O)cc2)C1=O	0.6	i	1.1	-0.7	-24.5	16.4	0.7	-11.6	13.8	10.4
Cc1c(Cl)cccc1-n1c(SCC(=O)NCc2cccs2)nnc1-c1ccncc1	-0.4	i	-9.2	0.3	7.3	2.9	1.3	-0.7	.	.
CCCN1C(=O)S/C(=C\c2ccc(N3CCOCC3)o2)C1=O	-1.9	i	-2.7	1.7	10.4	12.4	1.4	-94.0	67.8	92.6*
COc1cc(C(F)(F)F)c(C(=O)N(C)Cc2cc(Cl)cc(Cl)c2)cn1	1.7	i	-4.3	-1.3	13.7	0.4	1.0	21.3	-2.8	0.1
Cc1nn(C)c(C(=O)N/N=C/c2ccc(Br)cc2)c1Cl	-4.4	i	-2.5	2.0	13.9	20.3	-0.4	28.8	7.0	5.5
COCCn1c(=NC(=O)CN2C(=O)CCC2=O)sc2cc(S(N)(=O)=O)ccc21	0.4	i	3.4	-1.9	0.6	22.0	0.8	34.6	.	.
Cc1ccc(S(=O)(=O)n2ccc(=O)[nH]2)cc1	7.0	i	2.1	.	0.4	19.2	1.1	21.0	-68.3*	-76.1
CCC1CCCCN1CCCNC(=O)Cn1nc(-c2ccccc2)ccc1=O (centres undefined)	-4.7	i	1.6	3.0	6.2	-4.5	-0.8	-15.0	-9.8	4.0
Cc1ccc([N+](=O)[O-])cc1NC(=O)C(Sc1ccccc1)c1ccccc1 (centres undefined)	2.4	i	-1.8	-3.0	-18.9	17.4	-0.8	-6.1	14.8	36.8
CCCNC(=O)CSc1nc2ccc(OCC)cc2s1	1.9	i	2.0	-0.6	-8.6	20.4	-0.1	-23.8	5.1	-2.6
CC(C)c1nnc(NC(=O)CCC(=O)N2CCN(Cc3ccccc3)CC2)s1	1.6	i	-3.6	2.8	-8.9	28.2	1.0	7.2	5.2	6.2
CNC(=O)CCN(Cc1ccco1)S(=O)(=O)c1ccc(OC)c(OC)c1	3.7	i	2.1	-1.0	-7.5	42.4	1.7	17.2	-5.3	8.4
COc1ccc(OC)c(-c2nnc(SCC(=O)N3CCOCC3)o2)c1	-3.1	i	-0.9	-3.6	1.5	11.9	-5.8	6.8	-8.7	9.0
NC(=O)c1c(C(F)(F)F)cc(-c2ccccc2)nc1NCCO	-1.0	i	-2.7	0.3	-4.2	10.8	-0.1	11.6	-2.2	-3.7
COCCCNC(=S)NNC(=O)c1ccccn1	2.0	i	-0.8	4.5	23.5	15.1	-5.4	18.9	-2.2	1.9
CCC(c1nnnn1C1CCCCC1)N1CCN(C(=O)c2ccco2)CC1 (centres undefined)	1.3	i	2.3	1.8	-1.7	10.5	-0.4	-2.6	-3.1	-8.2
COCCc1nc2ccc(C(=O)NCc3cccc(-n4cccn4)c3)cc2o1	3.7	i	0.5	-1.8	-43.6	3.3	.	16.2	4.5	22.9
Cc1ccccc1OCC(=O)OCC(=O)NCc1ccco1	.	i	.	-2.1	.	30.8	-1.8	0.4	-4.5	-10.5
Cc1ccc(C2=NN(C(=S)Nc3ccccc3)C(c3ccco3)C2)cc1 (centres undefined)	7.2	i	-2.6	-0.4	-36.9	-0.8	0.7	-177.9	38.5	60.6*
COc1ccc(Cl)cc1N/C(N)=N/c1nc(C)cc(C)n1	5.1	i	11.8	-1.0	3.1	11.9	0.3	-31.3	5.0	23.5
COC(=O)c1sccc1NC(=O)Nc1cccc(OC)c1	-2.9	i	6.2	2.7	-39.4	11.6	0.0	0.4	6.0	5.7
Cc1cc(OC(C(=O)O)c2ccccc2)c2c(C)c(Cc3ccccc3)c(=O)oc2c1 (centres undefined)	-2.1	i	2.7	-5.9	-9.5	29.4	5.8	8.2	5.7	-0.1
COc1ccc(/C=N/n2c(-c3cc(C)[nH]n3)n[nH]c2=S)cc1OC	2.4	i	3.2	6.9	-18.4	33.7	1.0	12.7	-73.6*	-78.9
CCOC(=O)/C(C#N)=C\c1ccc2c(c1)OCO2	2.6	i	7.4	-4.0	-0.8	9.0	0.1	12.8	6.1	7.9
O=C(OCc1cnc(Cl)s1)c1c(F)cccc1F	-1.2	i	-1.0	-9.3	-8.5	4.5	0.9	9.8	-10.0	-23.1
Cc1cc(-c2cn3ccccc3n2)c(C)n1-c1ccccc1	1.8	i	-6.7	1.5	-2.4	-1.8	-0.4	-46.3	3.2	-12.9
Cc1ccc(S(=O)(=O)NCC2COc3ccccc3O2)cc1 (centres undefined)	1.1	i	-10.6	-3.6	-21.2	-3.1	-0.4	9.3	-2.3	-3.8
CCCn1c(SCc2nc(-c3cccs3)no2)nnc1-c1ccncc1	-1.6	i	3.2	-3.2	-16.8	5.5	-4.1	28.5	4.5	-2.0
COc1ccc(NC(=O)c2cccc(NC(=O)c3ccco3)c2)c(OC)c1	5.2	i	4.3	1.4	-19.6	31.2	1.2	-10.3	-4.6	-2.8
N/C(=N\OC(=O)Nc1ccccc1)c1ccno1	0.4	i	-5.2	1.5	-0.7	1.2	2.2	-29.4	-1.1	10.0
Cc1ccccc1-c1nc(CN2CCC(C(=O)N3CCN(c4ccccn4)CC3)CC2)c(C)o1	2.1	i	-2.2	-1.1	-27.0	21.7	-26.1	-17.6	2.4	5.1
OC(CN1C2=NCCCN2c2ccccc21)c1ccc(Br)cc1 (centres undefined)	2.3	i	3.3	-0.3	-25.1	2.6	-0.3	-24.1	-5.1	11.5
C=C1C2(C(=O)NCc3ccco3)CCC(C2)C1(C)C (centres undefined)	19.5*	i	-2.3	-1.3	-22.1	18.7	-0.3	18.9	1.6	9.6
CC1(C)Cc2[nH]c3ccccc3c2C(C)(C)N1	6.3	i	7.1	0.8	-31.2	5.5	-1.1	-8.7	-15.4	-28.1
Cc1c(C)n(CCc2ccccc2)c2ncnc(NCCCN(C)C)c12	5.4	i	12.1	4.3	-5.7	41.3	-0.4	-7.7	3.7	6.6
Cc1ccc(CNC(=O)c2ccc(Cn3nc(C)cc3C)o2)cc1	7.1	i	-0.5	-1.0	-33.6	11.0	-1.0	-6.9	-2.2	-9.3
COc1ccc(OC)c(N/C=C/C(=O)c2ccccc2)c1	70.3*	i	3.6	5.9	70.1*	11.2	-6.2	82.7*	-42.8	-53.9
